CAL PDZ FP-1: CAL PDZ peptide-binding inhibitors, primary screen, biochemical, fluorescence polarization, Cer-tagged CAL PDZ, HTS; Golgi-associated PDZ and coiled-coil motif-containing protein (Homo sapiens), Q9HD26; purified CAL PDZ, TMR-peptide fluorescence polarization, 1 h; inhibition, % at 20 µM; 0.02% of 330,000 active; AID 504414, 2011;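 active = highest replicate inhibition of at least 40%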;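 also: plate controls were DMSO neutral control wells for no effect and unlabeled competitor peptide control wells for full effect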
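Material: tagged CAL PDZ domain; buffer or medium: 25 mM sodium phosphate pH 7.4, 150 mM NaCl, TCEP, IgG, Thesit; compound dosing: single point, 20 µM; schedule: 1 h incubation at room temperature before polarization reading; measured by: FP readout, S and P plane fluorescence; read-out basis: percent inhibition from loss of millipolarization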
SR-BI DiI inh: inhibitors of SR-BI mediated HDL lipid uptake, primary screen, ldlA[mSR-BI] cells, fluorescence, single point; Scavenger receptor class B member 1 (Mus musculus), Q61009; ldlA[mSR-BI] CHO cells, DiI-HDL uptake fluorescence, 3 h; inhibition, % at 12.5 µM; 0.96% of 320,000 active; AID 488896, 2010;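 active = mean replicate inhibition of at least 70% and a set share of replicates each scoring 70 or more; inconclusive = meets just one of the two criteria; inactive = fails both criteria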;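 also: 0% = median of neutral control wells and 100% = median of positive control wells; values of inactives mirror those of a sister screen read the other way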
Target sequence (Q61009 whole entry, looked up): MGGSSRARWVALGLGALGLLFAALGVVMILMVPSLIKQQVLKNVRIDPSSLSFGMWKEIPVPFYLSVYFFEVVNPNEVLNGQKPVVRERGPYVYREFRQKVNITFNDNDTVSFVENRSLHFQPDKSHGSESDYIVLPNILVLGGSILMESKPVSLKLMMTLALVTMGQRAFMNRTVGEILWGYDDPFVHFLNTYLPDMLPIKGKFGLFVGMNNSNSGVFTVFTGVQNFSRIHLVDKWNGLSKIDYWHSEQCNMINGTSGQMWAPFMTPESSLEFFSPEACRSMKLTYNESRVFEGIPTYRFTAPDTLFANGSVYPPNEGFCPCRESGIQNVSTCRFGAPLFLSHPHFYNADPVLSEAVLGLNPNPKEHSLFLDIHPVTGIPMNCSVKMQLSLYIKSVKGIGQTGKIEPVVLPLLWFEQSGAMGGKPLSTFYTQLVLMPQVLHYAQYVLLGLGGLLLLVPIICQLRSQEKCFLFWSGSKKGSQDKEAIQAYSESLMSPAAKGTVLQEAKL
AddAB inh: growth inhibition of E. coli expressing H. pylori AddAB, primary screen, AddAB inhibitor project, absorbance | inhibition, % at 11.9 µM | 0.29% of 330,000 active; in the data active = inhibition above about 12%;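 also: 0% = vehicle wells of infected cells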
phage Ecoli inh: growth loss of phage-infected E. coli, primary screen, RecBCD inhibitor project, absorbance, with phage, HTS; inhibition, % at 11.9 µM; 0.26% of 360,000 active; AID 651602, 2012; in the data active = inhibition above about 11%
CAL PDZ FP-2: untagged CAL PDZ binding inhibitors, primary screen, biochemical, fluorescence polarization, HTS; Golgi-associated PDZ and coiled-coil motif-containing protein (Homo sapiens), Q9HD26; AID 602252, 2012; 0.92% of 300,000 active; purified CAL PDZ, TMR-peptide fluorescence polarization, 1 h; inhibition, % at 24.9 µM;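 active = mean inhibition of at least 30% with at least half of replicates also reaching 30%; inconclusive = no clear call, values can overlap the other calls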;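 also: 0% = DMSO neutral control and 100% = excess unlabeled competitor peptide PRC23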
E coli growth: E. coli V3065 growth inhibition, primary screen, counter-screen for AddAB inhibitor project, absorbance, OD600. inhibition, % at 11.9 µM. AID 449728, 2010. 0.27% of 330,000 active. 18 h;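 active = inhibition above the campaign's mean inhibition across all tested compounds plus 3 SD, cut at about 9.9% in these data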;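 also: uninfected addAB+ strain grown without phage in ampicillin broth; 0% = DMSO wells and 100% = ciprofloxacin 0.95 µg/ml wells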
SR-BI uptake up: activators of SR-BI mediated DiI-HDL uptake, primary screen, ldlA[mSR-BI] CHO cells, DiI fluorescence. 0.096% of 320,000 active. activation, % at 12.5 µM. 3 h; 100 = double the neutral-control signal. AID 504775, 2011;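 active = mean replicate activation of at least 60% and every replicate at or above 60%; inconclusive = mean or all-replicate condition met, but not both; inactive = mean below 60% and not all replicates reaching 60%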;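 also: 0% = median plate neutral-control signal and 100% = twice that signal; values of inactives mirror those of a sister screen read the other way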
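material = CHO ldlA[mSR-BI] cells | medium = Ham's F12 with 0.5% BSA, HEPES 25 mM, pH 7.4 | reagent = fluorescent DiI-HDL, 10 µg/mL final | compound dosing = single-point compound dose | incubation = 3 h, 37 °C | measured by = bottom-read fluorescence, 550/595 nm | measure = HDL uptake via cellular fluorescence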
MITF act: activators of MITF-driven TRPM1 promoter reporter, primary screen, cell-based, SK-MEL-5, luciferase, single point; activation, % at 12.5 µM; SK-MEL-5 TRPM1-promoter luciferase, 24 h; % of positive control, neutral wells = 0; 0.75% of 300,000 active;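 active = mean activation of at least 80% with every replicate also reaching 80%; inconclusive = mean reaches 80% but some replicate falls short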;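 also: 0% = neutral control wells and 100% = parthenolide positive control wells; values of inactives mirror those of a sister screen read the other way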
Tat transport: E. coli Tat export inhibitors, primary screen, MC4100, TorA-mCherry reporter, fluorescence, single point; inhibition, % at 10 µM; 0.036% of 340,000 active;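 active = mean replicate inhibition at least 50% and at least half of replicates individually reaching 50%; inconclusive = only one of the two criteria met; inactive = neither criterion met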;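 also: exported cargo escapes ClpAP degradation while cytoplasmic cargo is degraded and loses fluorescence; 0% = median of neutral control wells and 100% = median of NaSCN control wells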
Wnt act: Wnt/beta-catenin pathway activators, primary screen, cell-based, plate reader, single point; 1.2% of 300,000 active; activation, % at 9.35 µM; Wnt/beta-catenin reporter cell assay, activator; in the data active = activation above about 30%, passing the limit was not always enough; inconclusive = no clear call, values can overlap the other calls;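 also: 0% = neutral control wells and 100% = positive control wells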
* marks the source's active call; other numbers are inactive results; i = inactive; ? = inconclusive; . = not tested or not shown. Rows were taken by chance; 3.6% or so of the library scored in one or more.

SMILES	CAL PDZ FP-1	SR-BI DiI inh	AddAB inh	phage Ecoli inh	CAL PDZ FP-2	E coli growth	SR-BI uptake up	MITF act	Tat transport	Wnt act
CC(C)c1ccc(NC2CCCN(C(=O)c3ccccc3-c3ncc[nH]3)C2)cc1 (centres undefined)	2.6	1	1.2	-1.3	.	-0.9	-1	-10	-12	-1
CC1(C)CC(CCC(=O)Nc2ccc(S(N)(=O)=O)cc2)C(=O)O1 (centres undefined)	-4.3	3	-0.7	2.8	-2	-2.3	-3	4	0	-3
O=C(Cn1c2c(c(=O)n3ncnc13)CCC2)N/N=C/c1cccs1	.	.	-0.2	1.9	.	-4.9	.	.	.	0
Cc1ccc(S(C)(=O)=O)cc1C(=O)Nc1cccc(S(=O)(=O)N2CCCCCC2)c1	0.4	80*	2.7	-0.1	.	1.2	-80	-22	6	-3
COC(=O)c1ccc(COC(=O)c2[nH]c(C)c(C(C)=O)c2C)o1	0.1	30	1.4	2.1	-2	0.2	-30	.	0	-3
O=C(CSc1ncn(-c2ccccc2)n1)Nc1ccc(Br)cn1	-2.5	-4	1.8	3.4	-3	0.7	4	.	8	4
CCOc1ccc(N(CC(=O)NC2CCCC2)C(=O)CCCC(=O)Nc2ccccn2)cc1	-1.6	-18	1.1	-0.6	-4	-1.5	18	-9	2	-7
O=C(NNC1=Nc2ccccc2SC1)c1cccc([N+](=O)[O-])c1	.	.	0.9	5.5	.	-3.3	.	.	.	-3
COc1ccc(S(=O)(=O)N2CCOCC2)cc1NC(=O)CCCOc1ccccc1	-0.8	38	0.1	0.9	-5	1.1	-38	10	3	-3
Cc1cc(C)cc(C(=O)NC(CC(N)=O)c2ccc(NCCN3CCCC3)c([N+](=O)[O-])c2)c1 (centres undefined)	0.7	-8	1.0	1.1	-2	0.9	8	-1	-4	-1
COc1ccc(NC(=O)CCCN2C(=O)CN(C)C2=O)cc1Cl	0.2	67	0.3	1.9	-5	0.2	-67	-4	-3	5
CNC(=O)COc1coc(CN2CCN(c3cccc(Cl)c3)CC2)cc1=O	-0.6	-29	1.2	0.8	.	1.6	29	-1	-7	1
Cn1c(COc2ccccc2)nnc1SCCN1CCOCC1	0.4	5	1.1	1.8	9	-2.0	-5	-1	1	.
Cc1ccccc1[C@@H]1C(C#N)=C(N)S[C@H]1C(=O)c1ccccc1	0.0	-5	2.1	4.1	-1	-0.2	5	.	2	.
CCC(=O)Nc1ccc(N2CCOCC2)c(S(=O)(=O)Nc2ccc(Cl)cc2)c1	-0.6	23	1.3	1.6	-3	-3.5	-23	-4	-3	-1
O=C(Nc1ccnn1C1CCN(C2CCOCC2)CC1)c1cccc(F)c1	-0.8	-3	2.4	1.4	3	-1.6	3	-5	6	-2
O=C(C1CCN(S(=O)(=O)c2ccc(Cl)cc2)CC1)N1CCOCC1	-3.3	0	2.8	2.2	-4	-1.3	0	.	4	-4
CCc1cc(=O)oc2cc3occ(-c4ccc(OC)c(F)c4)c3cc12	0.1	76*	0.3	5.6	-8	3.0	-59	-30	-5	-9
CCCCNS(=O)(=O)c1ccc2nc(SCC(=O)c3ccccc3OC)[nH]c2c1	-2.9	49	2.8	3.1	-5	3.6	-49	-15	3	-2
CCOC(=O)c1c(C)[nH]c(C)c1C(=O)COC(=O)c1cccnc1Cl	-2.1	12	-0.1	3.2	.	-1.9	-12	1	3	-1
O=C(Nc1ccccc1C(F)(F)F)N1CCN(C(c2ccccc2)c2ccccc2)CC1	-0.3	3	0.8	1.1	.	4.1	-3	-3	5	.
C=CCCC(=O)NC1CC(C)(C)Cc2c1cnn2-c1ccc(OC)cc1 (centres undefined)	-1.8	33	2.4	-1.0	-2	-1.7	-33	-7	17	0
Cc1ccc(OCC(=O)Nc2cccc(O)c2)cc1C	-1.6	-8	3.6	1.3	-3	2.6	8	104*	-8	49*
CCC1CCCCN1CCCNC(=O)CN1C(=O)c2cccnc2Oc2ccc(C)cc21 (centres undefined)	-0.5	-18	1.3	1.1	13	1.7	18	0	-3	1
Cc1ccc(C)c(Oc2cc(NC(=O)CCCn3nc(C)c([N+](=O)[O-])c3C)cc([N+](=O)[O-])c2)c1	-0.4	46	1.2	2.8	-1	1.2	-46	-10	2	-5
CN1CCC(=NNC(=O)c2cc(-c3ccc(Cl)cc3)n[nH]2)CC1	-0.2	13	2.5	1.3	0	0.0	-13	4	-1	-1
CCNC(=O)/C=C/c1ccccc1[N+](=O)[O-]	-3.3	6	-0.7	4.8	-3	-1.5	-6	3	-4	-1
CC1CCc2sc(C(=O)NN=C3CCC(c4ccccc4)CC3)cc2C1 (centres undefined)	-2.2	0	3.1	3.6	-3	1.3	0	14	-10	0
Cn1c(NC(=O)c2ccc(S(=O)(=O)N3CCOCC3)cc2)cc(=O)n(C)c1=O	-0.9	8	2.7	3.4	-8	3.4	-8	0	-5	-1
Cc1nc2ccccc2nc1N/N=C/c1ccc(O)cc1O	-2.0	.	0.6	-1.1	-5	-1.6	.	-3	11	-2
O=C(Nc1ccc2c(c1)CN(Cc1ccco1)CC2)C1CCCO1 (centres undefined)	-2.6	7	3.4	1.9	-2	1.1	-7	16	0	1
COc1ccccc1C(OC(=O)c1ccco1)C(=O)NC(C)(C)C (centres undefined)	0.0	11	0.0	4.1	-2	-1.7	-11	1	-2	4
Cc1ccc(S(=O)(=O)N/N=C\c2ccc([N+](=O)[O-])o2)cc1C	-1.5	1	25*	8.8	.	16*	-1	3	11	-6
CCOc1ccccc1NC(=O)Cn1c(C)cc(COC)c(C#N)c1=O	-0.3	-179	-9.7	3.1	-1	-2.1	?	.	-5	.
O=C(OCc1nc2ccsc2c(=O)[nH]1)c1ccco1	-2.1	-13	0.2	1.5	0	-0.8	13	-7	7	0
Cc1ccc(-c2cc(-c3ccc(C)o3)nc(N)c2C#N)cc1	-1.8	.	-0.6	2.7	-5	-2.1	.	-2	2	.
COc1ccc(C(=O)NC2CCN(S(=O)(=O)Cc3ccccc3)CC2)c(OC)c1	0.7	27	2.1	2.0	-2	-2.4	-27	-5	-6	.
CC(=O)N(Cc1ccc(F)cc1)c1cccc(C)c1C	-1.5	7	0.8	1.4	6	-0.4	-7	-5	?	-5
S=c1nc2c(n[nH]1)c1ccccc1n2CCc1ccccc1	-0.5	-1	0.8	1.8	-4	0.6	1	.	1	1
O=C(NN1C(=O)/C(=C/C=C/c2ccco2)SC1=S)c1ccccc1O	-0.1	32	-0.6	4.9	-1	-2.1	-32	-2	-12	-1
Nn1c(SCc2nc3ccccc3[nH]2)nnc1-c1cccnc1	-0.8	-1	1.8	-0.9	-5	-0.5	1	-10	-1	.
O=C(NC(=O)N1CCOCC1)c1ccccc1	-0.2	-67	0.0	4.5	-1	1.8	67*	-4	-2	-2
O=C(O)c1cccc(Cl)n1	-2.4	.	0.3	-0.8	4	0.8	.	4	-7	25
CCCC(=O)Nc1cc(=O)[nH]c2ncnn12	0.0	5	-0.2	1.6	-2	1.0	-5	-5	-11	.
CSc1sc(C(=O)NN)c2c1C(O)CCC2 (centres undefined)	-0.6	9	0.6	0.9	-1	0.2	-9	5	6	-3
COc1ccc(OC)c(C(C[N+](=O)[O-])c2c(C)cc3ccccn23)c1 (centres undefined)	-0.3	10	2.0	1.4	48*	1.1	-10	-23	0	-3
Cc1cc(OCCN2CCOCC2)nc2ccccc12	0.0	18	1.7	0.7	.	0.5	-18	-11	6	.
COc1cc(NC(=O)COC(=O)c2n[nH]c3ccccc23)c(C)cc1[N+](=O)[O-]	-0.1	42	-0.3	1.3	.	-2.4	-42	-26	-5	-2
Cc1cc(C)c(S(=O)(=O)N2C=CC(C(F)(F)F)=NCC2)c(C)c1	.	15	1.0	0.2	0	1.1	-15	-3	-6	-4
CSc1nnc(C)c(=O)n1COC(=O)c1ccccc1	-2.0	.	-0.2	-0.8	-4	-0.1	.	-4	-7	1
COc1ccc(/C=N/N2CCN(c3ccccc3OC)CC2)cc1OC	-3.7	39	1.1	0.3	-3	0.2	-39	31	-3	.
COc1cc(C(=S)N2CCCC2)ccc1OCc1ccccc1	0.1	27	0.5	-1.2	-5	-0.6	-27	43	8	11
COCCCNC(=O)CN(c1cccc(Cl)c1)S(C)(=O)=O	.	i	1.1	2.1	-1	-0.4	527*	.	0	1
COCCCNC(=S)N(Cc1ccccc1)Cc1ccc(F)cc1	0.5	7	0.5	6.2	-2	1.8	-7	11	-4	-1
Cn1cc(C(=O)N2CCc3ccccc32)cn1	-0.5	4	2.0	1.5	-3	-0.6	-4	19	-17	.
O=C(Nc1nc2c(Cl)cccc2s1)c1ccc(Br)o1	-3.6	5	-1.6	1.2	-2	-1.7	-5	1	-7	.
COCCCNC(=O)C1CCN(c2nc(C)cc(C)n2)CC1	0.3	-14	-1.0	3.9	-2	-2.2	14	-2	-1	.
CCC(CC)C(=O)OCC(=O)Nc1ccc(S(=O)(=O)N2CCOCC2)cc1OC	0.7	14	-0.2	3.5	-1	-0.6	-14	.	-4	.
Fc1ccc(CSc2nncn2NCc2ccc3c(c2)OCO3)cc1	-2.1	-18	2.1	3.1	0	-3.0	18	-6	-6	.
O=C(N/N=C/c1ccc(C(=O)O)cc1)C(=O)N1CCCCCC1	0.1	-11	-0.3	1.4	-1	-0.2	11	7	1	-2
COCC1CCN(Cc2cn[nH]c2-c2cc(OC)c(OC)c(OC)c2)CC1	-0.5	-12	-0.9	4.4	0	-1.3	12	-12	-10	-1
Cc1cc(C)c(OCCCNCc2ccccc2)c(Br)c1	-2.9	0	2.5	0.6	-3	-0.5	0	.	-1	-1
CSC[C@@H]1NC(=S)N(c2ccc(C)cc2)C1=O	-1.6	8	-0.4	4.3	-3	0.5	-8	-5	-19	-1

Bioassay records deposited in PubChem BioAssay by several laboratories.
